hgDAF-12 ag: hgDAF-12 agonism, primary luciferase screen. HEK293 GAL4-hgDAF12 UAS-luciferase reporter, agonist luminescence; normalized to butyrate control. activation, % at 6.8 µM. 370,000 compounds, 1.8% hits;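 active = activation above a cutoff set at the mean of all screened compounds plus 3 SD, cut at about 10% in these data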;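 note: 0% = DMSO wells and 100% = sodium butyrate wells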
sPLA2-III inh: Blocks human group III sPLA2 activity; Q9NZ20; QFRET BODIPY PC-A2 liposome hydrolysis, fluorescence; inhibition, % at 12.2 µM; 370,000 compounds, 0.56% hits; AID 743126;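 active = inhibition above mean plus 3 SD of compounds lying within the high and low control bounds, cut at about 19% in these data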;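 note: 0% = median of test compound wells and 100% = no enzyme DMSO wells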
DAX1 inh-1: inhibits human nuclear receptor DAX1 | HEK293 Gal4-DAX1 luciferase reporter, luminescence | inhibition, % at 6.75 µM | 340,000 compounds, 0.99% hits | AID 504766;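 active = inhibition above the mean over all tested compounds plus 3 SD, cut at about 4.2% in these data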;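 note: 0% = DAX1-transfected cells with DMSO and 100% = empty-vector control cells with DMSO; inhibition shows as a rise in luminescence from relieved DAX1 repression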
FXN GAA850 act: increases GAA850 frataxin promoter reporter activity; activation, % at 6 µM; AID 540364; HEK293 lucGAA850 FXN promoter luciferase reporter, 24 h; percent of 10 µM SAHA response; 360,000 compounds, 0.56% hits;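 active = activation above the average of all compounds screened plus 3 SD, cutoff fixed separately per campaign, cut at about 7.5% in these data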;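 note: 0% = DMSO wells and 100% = 10 µM SAHA wells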
ssDAF-12 act: activators of S. stercoralis DAF-12 nuclear receptor; HEK293 ssDAF-12/GRIP1 lit1-tk-luc reporter, luminescence; % of 3 µM dafachronic acid response; activation, % at 6.8 µM; 370,000 compounds, 1% hits; AID 652126;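 active = activation above the mean over all tested compounds plus 3 SD, cut at about 0.9% in these data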;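 note: 0% = DMSO-only wells and 100% = 3 µM delta7-dafachronic acid wells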
SMARCA2 act: SMARCA2 function activation, primary screen; 370,000 compounds, 1% hits; MG213 cells, MMTV-luciferase reporter, dexamethasone, overnight; activation, % at 9.1 µM; in the data active = activation above about 7.8%;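 note: 0% = vehicle wells and 100% = reference activator wells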
DAX1 inh-2: DAX1 (NR0B1) inhibition, primary screen; HEK293T StAR-luciferase reporter, SF-1/DAX-1 repression relief; inhibition, % at 6.8 µM; 370,000 compounds, 1.1% hits; AID 652010;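 active = inhibition above the mean over all tested compounds plus 3 SD, cut at about 3.6% in these data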;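 note: 0% = DAX-1 cells with DMSO and 100% = cells lacking DAX-1 with DMSO; higher inhibition means more luminescence from relief of DAX-1 repression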
NPR2 activator: GC-B (human) receptor activation; HEK293-GC-B cells, CNP EC30, cGMP TR-FRET; 0% at EC30 CNP, 100% saturating CNP; AID 1920062; P20594; activation, % at 10 µM; 370,000 compounds, 0.11% hits;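 active = activation at 10 µM reaching about 35% in either raw or pattern-adjusted values, limit read from the data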
Target sequence (P20594 whole entry, looked up): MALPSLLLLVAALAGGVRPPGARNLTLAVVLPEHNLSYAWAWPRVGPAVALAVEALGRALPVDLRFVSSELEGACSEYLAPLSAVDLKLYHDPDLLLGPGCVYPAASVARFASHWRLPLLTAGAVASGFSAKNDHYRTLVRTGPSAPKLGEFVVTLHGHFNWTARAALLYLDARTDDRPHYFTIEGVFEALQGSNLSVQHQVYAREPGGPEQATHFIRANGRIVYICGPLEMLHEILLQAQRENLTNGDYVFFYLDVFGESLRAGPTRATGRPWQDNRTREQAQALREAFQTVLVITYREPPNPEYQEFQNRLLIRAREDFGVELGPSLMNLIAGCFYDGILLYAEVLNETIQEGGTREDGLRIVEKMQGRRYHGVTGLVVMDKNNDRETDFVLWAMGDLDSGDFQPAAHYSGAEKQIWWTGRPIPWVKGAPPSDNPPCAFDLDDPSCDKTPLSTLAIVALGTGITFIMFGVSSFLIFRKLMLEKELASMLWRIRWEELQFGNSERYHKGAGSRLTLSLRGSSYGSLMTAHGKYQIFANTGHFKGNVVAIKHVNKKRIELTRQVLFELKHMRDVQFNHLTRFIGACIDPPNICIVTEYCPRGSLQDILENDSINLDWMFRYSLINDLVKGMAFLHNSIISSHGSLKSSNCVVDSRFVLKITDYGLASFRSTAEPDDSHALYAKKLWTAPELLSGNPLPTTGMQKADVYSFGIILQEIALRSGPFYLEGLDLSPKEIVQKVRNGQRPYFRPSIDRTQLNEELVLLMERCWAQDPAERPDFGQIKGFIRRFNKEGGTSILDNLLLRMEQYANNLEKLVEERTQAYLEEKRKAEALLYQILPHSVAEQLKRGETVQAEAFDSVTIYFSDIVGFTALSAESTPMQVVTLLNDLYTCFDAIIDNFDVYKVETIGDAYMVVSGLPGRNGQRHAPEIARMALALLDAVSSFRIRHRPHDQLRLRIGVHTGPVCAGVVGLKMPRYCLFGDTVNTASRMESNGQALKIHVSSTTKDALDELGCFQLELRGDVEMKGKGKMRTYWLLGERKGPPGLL
ADAM10 inh: inhibits human ADAM10 | 370,000 compounds, 0.62% hits | inhibition, % at 7 µM | O14672 | recombinant ADAM10, EDANS/DABCYL FRET peptide cleavage, 3 h;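 active = inhibition above a per-campaign cutoff equal to the mean of compounds falling between control-based bounds plus 3 SD, cut at about 20% in these data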;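 note: 0% = DMSO wells while the 100% control is not disclosed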
hcDAF-12 act: activators of H. contortus DAF-12 nuclear receptor; HEK293 hcDAF-12 lit1-tk-luc reporter, luminescence; 0% DMSO, 100% Δ7-dafachronic acid; activation, % at 6.8 µM; 370,000 compounds, 1.4% hits;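 active = activation above the mean of all tested compounds plus 3 SD, cut at about 5.5% in these data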;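 note: 100% = response to 3 µM Δ7-dafachronic acid high control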
GC-A act: GC-A (human) enzyme activation | P16066 | HEK293 GC-A cells, cGMP TR-FRET, EC30 ANP; 0% at EC30 ANP, 100% saturating ANP | activation, % at 10 µM | 370,000 compounds, 0.14% hits; in the data active = activation above about 40%
Active calls of the source: *; / = no result given.

item	SMILES	hgDAF-12 ag	sPLA2-III inh	DAX1 inh-1	FXN GAA850 act	ssDAF-12 act	SMARCA2 act	DAX1 inh-2	NPR2 activator	ADAM10 inh	hcDAF-12 act	GC-A act
1	CCCCCCn1cc(CN2CC(N3CCSCC3)CS2(=O)=O)nn1 (stereo not given)	-2.1	3	/	/	-0.4	1	-1.0	0	-7	0.8	2
2	COc1ccc(C(C#N)Nc2ccccc2OC)cc1 (stereo not given)	0.6	-1	-3.0	-1.2	-1.2	4	-0.7	6	-1	-0.4	2
3	Cc1cc(SCC(=O)NN)c2cc(Br)ccc2n1	-1.4	-14	0.2	0.3	-1.5	1	0.0	-10	2	-2.1	-3
4	COc1ccc(-c2csc3nc[nH]c(=O)c23)cc1	1.9	1	-0.4	1.9	-0.7	5	-0.4	-6	-4	0.1	-2
5	CCc1nc(SCC(=O)N2CCCCCC2)c2c(=O)n(C)c(=O)n(C)c2n1	-1.1	-2	-0.1	-0.1	-1.2	-3	-1.1	6	-12	-2.8	5
6	CCOc1ccc(NC(=O)c2ccc(N3CC4CC(C3)c3cccc(=O)n3C4)c(NC(=O)CCN3CCOCC3)c2)cc1 (stereo not given)	-1.1	-2	0.3	-1.3	-1.6	-2	0.1	0	2	-0.3	0
7	O=C(Nc1cccc2ccccc12)C12CC3CC(C1)CC(n1cnc([N+](=O)[O-])n1)(C3)C2	-1.0	1	-0.4	0.2	-1.4	0	-1.4	-1	-6	-1.4	1
8	C[C@]12C=CC(=O)C=C1CC[C@@H]1C2C(O)C[C@@]2(C)C1CC[C@]2(O)C(=O)COC(=O)CCC(=O)NC(CC(=O)O)C(=O)O (stereo not given in full)	-5.4	0	-0.4	7.5	-1.8	-2	-0.3	1	4	-1.4	-1
9	CC(C)N1CCC1(C)C(=O)Nc1ccc(-n2cccc2)cc1 (stereo not given)	-1.8	-23	/	-0.7	-1.2	0	-0.7	1	-4	-0.4	3
10	CC(C)OC(=O)C1C(=O)CC(C)(O)C(C(=O)OC(C)C)C1c1cccc(O)c1 (stereo not given)	3.3	6	0.3	-0.6	-0.6	-4	0.1	4	-5	0.3	-3
11	CCCCCn1c(=O)c2ccccc2n2c(CCl)nnc12	-2.8	2	-0.4	-3.4	-1.1	-4	-1.0	0	2	-1.4	23
12	NC(=O)c1cc2cc(Cl)ccc2o/c1=N/NC(=O)c1cccs1	1.5	3	-1.0	3.0	-1.5	0	-0.3	0	9	-0.6	-1
13	CN(C)S(=O)(=O)c1ccc(NC(=O)CSc2ncnc3ccccc23)cc1	0.8	-7	-2.0	-3.6	-1.1	-3	-0.3	-1	0	-2.4	3
14	CCOc1ccc(-n2c(O)c(/C=N/Nc3nnc(C)c(=O)[nH]3)c3ccccc3c2=O)cc1	-0.6	-7	-1.5	1.1	-1.4	-1	0.4	-3	-141	-1.6	-8
15	O=C(COC(=O)c1ccccn1)Nc1ncc(C(F)(F)F)cc1Cl	0.1	4	-0.7	0.5	-0.7	2	-0.7	-7	-1	-0.6	-2
16	O=C(O)CSc1nnc(COc2ccccc2)n1-c1ccccc1	-0.4	1	-0.7	2.2	-0.5	-1	-0.3	4	6	-1.5	3
17	Cc1ccc(S(=O)(=O)N2CCCc3nc(-c4ccc(Br)cc4)ccc32)cc1	-0.4	17	/	/	-0.1	-5	0.0	6	-16	1.8	1
18	Nc1nc(N)nc(-c2ccc(Oc3ccccc3)cc2)n1	-0.9	9	-0.4	11*	-1.4	-2	0.2	9	-9	-0.2	1
19	CCCCn1c(NCCN(C)C)nc2c1c(=O)[nH]c(=O)n2C	0.1	7	-0.1	-0.6	-1.3	-2	0.0	2	2	1.9	4
20	O=C(Nc1ccc(F)c(F)c1)c1ccccc1	2.9	-4	1.5	3.4	-1.2	3	0.3	-3	7	1.5	-1

Quoted at random: two records from the list
item	SMILES	hgDAF-12 ag	sPLA2-III inh	DAX1 inh-1	FXN GAA850 act	ssDAF-12 act	SMARCA2 act	DAX1 inh-2	NPR2 activator	ADAM10 inh	hcDAF-12 act	GC-A act
20	O=C(Nc1ccc(F)c(F)c1)c1ccccc1	2.9	-4	1.5	3.4	-1.2	3	0.3	-3	7	1.5	-1
6	CCOc1ccc(NC(=O)c2ccc(N3CC4CC(C3)c3cccc(=O)n3C4)c(NC(=O)CCN3CCOCC3)c2)cc1 (stereo not given)	-1.1	-2	0.3	-1.3	-1.6	-2	0.1	0	2	-0.3	0

Further entries follow.
item	SMILES	hgDAF-12 ag	sPLA2-III inh	DAX1 inh-1	FXN GAA850 act	ssDAF-12 act	SMARCA2 act	DAX1 inh-2	NPR2 activator	ADAM10 inh	hcDAF-12 act	GC-A act
21	O=C(NCC[C@@H]1CC[C@@H](NS(=O)(=O)c2ccccc2)[C@@H](CO)O1)c1cc(Cl)cc(Cl)c1	-2.1	-8	/	/	-1.3	-4	-0.2	0	-6	-1.1	0
22	O=C(O)Cc1ccc(NS(=O)(=O)c2ccccc2Br)cc1	-1.6	-2	0.6	0.2	-0.5	-3	-0.2	3	11	-0.2	6
23	Cc1cc2c(NC(=O)CC(C)(C)CC(=O)O)cccc2nn1	-1.3	1	0.6	0.5	-0.7	-5	-0.5	2	-2	0.5	4
24	Cc1cc([N+](=O)[O-])ccc1NC(=O)CSc1nncn1-c1ccccn1	1.2	3	0.7	-0.5	-0.9	3	-0.2	0	-2	-0.5	-2
25	COc1ccc(C2/C(=C(/O)c3ccccc3)C(=O)C(=O)N2C)cc1OC (stereo not given)	0.0	10	-0.9	1.2	-1.1	-2	0.6	0	2	0.1	5
26	CC1CCC2(CC1)NC(=O)N(CC(=O)N1CCN(C(=O)c3ccco3)CC1)C2=O (stereo not given)	0.5	-2	0.3	0.4	-1.6	-4	-3.0	7	-3	-0.8	-3
27	O=C(NCCc1cnc[nH]1)c1cccs1	0.1	0	0.9	0.5	-1.6	3	0.2	3	2	-0.7	6
28	COc1ccc(-c2cc(C(=O)Nc3cc(C)on3)no2)cc1OC	-2.8	0	-1.6	0.3	-1.7	-2	0.2	-9	-1	-0.4	5
29	C/C(Cn1nnc([N+](=O)[O-])n1)=N\NC(=O)c1ccc(O)cc1	0.3	-4	-0.9	0.2	0.7	-2	-0.5	2	9	-1.7	5
30	Cc1onc(-c2ccccc2)c1C(O)c1ccc(F)cc1 (stereo not given)	1.6	-5	0.0	-1.5	-0.8	-2	0.2	4	1	-0.3	0
31	CN(C)c1ccc(S(=O)(=O)N2CCCCC2)cc1NC(=O)CCNC(=O)c1ccccc1Cl	-0.2	3	0.8	1.5	-1.2	7	1.7	2	-1	1.1	1
32	COc1ccccc1CCC(=O)OCC(=O)NC1CCCC1	-1.9	-4	-0.8	1.9	-1.3	-4	3.7*	0	1	-0.3	3
33	Cc1nn(C)c(C)c1CCC(=O)O	2.1	7	0.1	2.1	-1.2	-5	-0.2	0	-10	-1.8	2
34	COc1ccccc1C(=O)NC(=O)COC(=O)CCOc1cc(C)ccc1C	1.5	3	1.4	-0.9	-0.8	4	-0.9	-2	-1	-1.8	-7
35	O=C(NC1=NCCCCC1)c1cccc2ccccc12	-1.4	3	0.0	1.3	-1.1	-2	-0.2	1	-8	-1.1	-1
36	CCc1n[nH]c(=S)n1/N=C/c1cc(Br)c(O)c(OC)c1	-4.0	5	1.4	3.0	-1.4	3	0.2	3	0	-1.4	-1
37	Cc1ccc(-c2nn3c(C)nnc3c3ccccc23)cc1S(=O)(=O)NCCO	-2.0	2	0.2	-0.5	-0.8	-3	0.3	6	-22	0.4	14
38	COc1ccc(-c2csc(NC(=S)NC(=O)/C=C/c3ccco3)n2)cc1OC	1.3	-6	1.2	-3.0	-0.9	0	-0.3	-2	1	-0.1	-5
39	COCCNC(=O)Nc1ccc2nc(-c3cccs3)c(-c3cccs3)nc2c1	-1.0	-36	-1.4	-1.1	-1.4	-2	-0.8	-2	-143	-3.7	1
40	Cc1cc2cc(CN(Cc3ccco3)C(=O)NCc3ccccc3)c(=O)[nH]c2cc1C	0.3	-5	0.1	-1.2	-1.5	1	0.1	-3	-13	-1.6	6
41	CC1=C([N+](=O)[O-])C(c2ccccc2Cl)NC(=O)N1C (stereo not given)	0.1	-24	1.5	1.3	-0.9	0	1.2	5	0	-1.7	6
42	O=c1[nH]c(C2CCN(S(=O)(=O)c3ccc(C(F)(F)F)cc3)CC2)nc2c1nnn2Cc1cccc(F)c1	-3.1	4	-0.4	-2.4	-0.6	-1	-0.3	-2	-3	0.3	-1
43	O=C(CSc1nc2ccccc2[nH]1)NN=Cc1ccccc1C(=O)O	9.5	11	/	/	0.2	-2	5.5*	2	-25	5.9*	2
44	CCCC(=O)N1CCC[C@]2(CC[C@H](CCC(C)=O)O2)C1	-2.3	16	/	/	-1.0	1	0.8	2	-8	4.0	4
45	C/C(=N\NC(=O)c1c(Cl)c(C)nn1C)c1cccc(NC(=O)c2cccc(F)c2)c1	-1.2	6	-1.4	0.5	-0.8	0	-1.2	5	2	0.9	-2
46	CCS(=O)(=O)NCCc1cc2cc(C)c(C)cc2[nH]c1=O	3.3	6	-0.1	-0.3	-0.6	2	0.3	6	-31	0.2	0
47	COCCCn1c(=O)c2sccc2n2c(CCCC(=O)NCc3ccccc3OC)nnc12	-0.9	3	-0.5	0.4	-1.6	-1	-0.2	-6	-2	-2.2	1
48	CC1CCC2(CC1)NC(=O)N(CC(=O)Nc1ccc(N3CCCCC3)cc1)C2=O (stereo not given)	1.3	14	1.3	0.8	-1.4	-3	0.0	8	-16	2.5	4
49	O=c1oc2ccccc2c2oc3cc(O)c(O)cc3c12	4.7	22*	2.2	-1.4	0.4	7	0.7	-2	-2	1.9	14
50	Cc1ccc(S(=O)(=O)Nc2ccc3ccccc3c2[N+](=O)[O-])cc1	-2.7	-65	-0.2	4.0	-0.1	-7	-0.2	1	8	2.5	3
51	CCOc1ccccc1N1CCN(C(=O)NC2CCCCC2)CC1	-1.7	10	0.6	2.8	-1.1	-1	-0.8	0	3	-0.7	0
